High-throughput results (PubChem)
SMN2 splice up = SMN2 splice variant enhancement; Potency, µM (series often up to 46.1 µM), for the others: top-dose activity change, positive = activation, hits mostly activators; AID 1458; 210,000 compounds, 2.8% hits; HEK293 SMN2-luciferase splicing reporter, luminescence, 30-36 h; further: % of control where 0% means no effect; nearly all actives have a fitted effect of over 55% in size
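qHTS luciferase splicing reporter: luminescence rises when SMN2 exon 7 is included in transfected HEK293 cells. Compound exposure lasted 30-36 h at 37C, with 4.5 mM final sodium butyrate as control, followed by a ONE-Glo read.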
Epigenetic derep = regulators of epigenetic silencing causing reporter derepression in mouse cells; murine LDR cells, GFP reporter derepression, 30 h; Potency, µM (titrated, usually from 53.9 µM), for the others: at the top dose GFP activation, actives largely listed as activators; 280,000 compounds, 0.2% hits; further: % of control where 0% means no effect; nearly all actives have a fitted effect of over 60% in size
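Readout is the number of GFP-expressing murine LDR cells, counted by cytometry following washing. Cells were treated with compound for 30 h at 37 C; the stably integrated CMV-GFP locus is normally silent.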
* marks the source's active call; other numbers are inactive results; ? = inconclusive; [ ] = dose if it differs, or a comment. The call rests on the fitted dose curve; in most records, active means well fitted curve in the direction sought with a large enough effect; inconclusive means small, poorly fitted or top-dose-only effect, or another doubt; inactive means no such curve, though single readings can be large; an effect the other way counts as inactive or inconclusive. Potency means the concentration at half of the fitted maximal effect.

cpd	Compound	SMN2 splice up	Epigenetic derep
1	CCOC(=O)C1=C(CN(CC)Cc2ccccc2)NC(=O)NC1c1ccc(Cl)cc1 (stereo not drawn)	-14%	-2.1%
2	CCc1ccccc1NC(=O)Cn1nc(CC)n2c(cc3sccc32)c1=O	-2%	2.7%
3	Cc1cc(C)cc(Nc2cc(C)nc3nncn23)c1	9%	-6.7%
4	COc1cccc(-c2nc(SCC(=O)NC3CCCC3)c(-c3ccc(F)cc3)[nH]2)c1	-23%	1.1%
5	COc1ccc(S(=O)(=O)N2CCC(C(=O)Nc3ccc(Oc4ccccc4)cc3)CC2)cc1	-20%	3.2%
6	CCCSCCCNC(=O)C1CCN(C(=O)c2cnn(-c3ccccc3)c2-n2cccc2)CC1	-3%	-0.6%
7	O=C(Nc1ccc(S(=O)(=O)Nc2ncccn2)cc1)c1cc(=O)c2ccccc2o1	-1%	0.0%
8	Cc1cc(C)cc(NC(c2cccc(Cl)c2)c2nnc(-c3ccccc3)o2)c1 (stereo not drawn)	8%	0.0%
9	Cc1ccccc1Cn1c(SCc2ccc(C(=O)NCCc3ccccc3)cc2)nc2ccncc21	-11%	4.1%
10	CCN1CCN(Cc2c(O)ccc3c(=O)c(Oc4ccccc4C(C)C)c(C(F)(F)F)oc23)CC1	-4%	0.2%
11	Cc1ccc2c(c1)cc1c(=O)n(CC(=O)NC3CCCCC3)nc(C)n12	5%	0.0%
12	O=C(Nc1ccccc1F)c1nc(S(=O)(=O)Cc2ccccc2F)ncc1Cl	22%	?

4 records picked at random from the list so far:
cpd	Compound	SMN2 splice up	Epigenetic derep
11	Cc1ccc2c(c1)cc1c(=O)n(CC(=O)NC3CCCCC3)nc(C)n12	5%	0.0%
9	Cc1ccccc1Cn1c(SCc2ccc(C(=O)NCCc3ccccc3)cc2)nc2ccncc21	-11%	4.1%
2	CCc1ccccc1NC(=O)Cn1nc(CC)n2c(cc3sccc32)c1=O	-2%	2.7%
1	CCOC(=O)C1=C(CN(CC)Cc2ccccc2)NC(=O)NC1c1ccc(Cl)cc1 (stereo not drawn)	-14%	-2.1%

Compound profiles (already shown).
O=C(Nc1ccccc1F)c1nc(S(=O)(=O)Cc2ccccc2F)ncc1Cl in the list: SMN2 splice up: 22%; Epigenetic derep: ?
CCc1ccccc1NC(=O)Cn1nc(CC)n2c(cc3sccc32)c1=O in the list: SMN2 splice up: -2%; Epigenetic derep: 2.7%

(listing goes on)
cpd	Compound	SMN2 splice up	Epigenetic derep
13	CC(=O)Nc1cccc(NC(=O)CN2C(=O)CCSc3ccccc32)c1	13%	2.4%
14	CCOc1ccc(N2CC(c3nc4ccccc4n3CCCOc3ccccc3)CC2=O)cc1 (stereo not drawn)	-22%	0.0%
15	Cc1nc2cc(-c3cccc(F)c3)nn2c(C)c1CCC(=O)NCCc1ccccc1	3%	-0.1%
16	COC(=O)c1ccc([C@H]2Nc3ccc(S(=O)(=O)Nc4ccc(F)cc4)cc3[C@H]3C=CC[C@H]32)cc1	3%	-0.3%
17	O=C(COc1ccccc1Cl)Nc1ccc(Cl)c(-c2nc3ccccc3o2)c1	-7%	0.8%
18	Cc1ccc(CNC(=O)CCCCCn2c(=O)c3sccc3n(CC(=O)Nc3c(C)cc(C)cc3C)c2=O)cc1	3%	-1.8%
19	COc1ccc(NC(=O)CCc2c(C)nc3c(-c4ccc(F)cc4)c(C)nn3c2C)c(OC)c1	-13%	-2.7%
20	COc1ccccc1NC(=O)Cn1c(=O)n(-c2cccc(Cl)c2)c(=O)c2sc3ccccc3c21	16%	16%
21	Cc1ccc(Nc2nc(N)nc(N)c2S(=O)(=O)c2ccccc2)cc1	-4%	0.0%
22	Cc1ccc2oc(=O)c3cnn(CC(=O)N4CCN(c5cccc(Cl)c5)CC4)c3c2c1	-5%	16%
23	CCc1cccc(C)c1Nc1c(-c2ccc(F)cc2)nc2sccn12	2%	-0.7%
24	CCC(Sc1nnc2c3ccccc3n(CC)c2n1)C(=O)Nc1ccc(NC(C)=O)cc1 (stereo not drawn)	-4%	11%
25	Cc1ccc(C(=O)c2c(N)c(-c3nc(-c4ccc5c(c4)OCO5)cs3)c3ccccn23)cc1C	-4%	-4.5%
26	Cc1cc(C)cc(NC(=O)CCc2nnc3n(C)c(=O)c4sccc4n23)c1	9%	-0.3%
27	CN(C)c1ccc(C2C=C(c3ccccc3)Nc3nnnn32)cc1 (stereo not drawn)	-13%	9.3%
28	CN(C)S(=O)(=O)c1ccc(C(=O)NCCSc2c(-c3ccc(Br)cc3)[nH]c3ccccc23)cc1	-10%	0.0%
29	Cc1ccc(Sc2c(C)nn(-c3ccccc3)c2OC(=O)C(C)(C)C)cc1	8%	2.4%
30	CC(=O)c1ccc(NC(=O)Cn2ncc3c(C)n(Cc4ccc(F)cc4)c(C)c3c2=O)cc1	1%	?
31	O=C(CCCn1c(=O)c2sccc2n(Cc2cccc(Cl)c2)c1=O)NCc1ccc2c(c1)OCO2	-7%	-0.1%
32	COc1cc2c(C(=O)N(C)c3cccc(C(F)(F)F)c3)cn(CC(C)C)c(=O)c2cc1OC	-9%	-4.9%
33	Cc1ccc(S(=O)(=O)N(CC(=O)N2CCc3ccccc3C2)c2ccc(C)c(C)c2)cc1	18%	2.9%
34	Cc1cc(C)cc(NC(=O)CNS(=O)(=O)c2ccc3nc(C)sc3c2)c1	0%	7.5%
35	COc1ccc(CNC(=O)CCc2c(C)nc3c(c(C)nn3-c3ccccc3)c2C)cc1	-2%	4.0%
36	COc1ccc(NC(=O)[C@H]2O[C@@H]3OC(C)(C)O[C@@H]3[C@H]3OC(C)(C)O[C@H]32)c(OC)c1	3%	0.0%
37	CCc1nnc(NC(=O)c2nc(SCc3ccccc3F)ncc2Cl)s1	3%	-5.3%
38	Cc1cccc(-n2c(=O)c3ccccc3n(Cc3ccccc3C#N)c2=O)c1	3%	-0.7%
39	O=C1CCc2cc(S(=O)(=O)NC(C(=O)Nc3cccc(F)c3)c3ccccc3)ccc2N1 (stereo not drawn)	6%	-1.1%
40	CCCCN1C(=O)c2[nH]nc(-c3ccccc3O)c2C1c1ccc(C(C)(C)C)cc1 (stereo not drawn)	22%	?
41	COc1cccc2c1cc1c(=O)n(CC(=O)NCCCN3CCN(C)CC3)nc(C)n12	6%	1.4%
42	CCc1ccccc1N1CC(c2nc3ccccc3n2Cc2cccc(C)c2)CC1=O (stereo not drawn)	-6%	2.5%
43	COCCCNc1nc2c(-c3cccc(Br)c3)nnn2c2ccccc12	6%	-0.4%
44	CC1=C(C(=O)Nc2cccnc2)C(c2ccc(Cl)cc2)n2nc(SCc3ccccc3)nc2N1 (stereo not drawn)	4%	-2.3%
45	COc1cc(C(=O)Nc2ccc(OCc3cc(=O)n4cc(C)sc4n3)cc2)cc(OC)c1OC	-2%	-2.4%
46	Cc1ccc(Cn2c(CNC(=O)c3cccc(C)c3)nc3ccccc32)cc1	9%	-4.1%
47	Cc1ccc(NCc2ccccc2-c2nnc(-c3ccccc3Cl)o2)cc1Cl	-2%	6.2%
48	Cc1ccc(C)c(CN2C(=O)c3ccccc3S(=O)(=O)c3ccc(C(=O)N4CCCCCC4)cc32)c1	-12%	1.1%
49	O=C(Cn1c(=O)c2ccccc2n(CC(=O)Nc2ccc(F)cc2)c1=O)NCCc1ccccc1	-11%	11%
50	CN1CCN(C(=O)Cn2ncc3c4ccccc4n(Cc4ccc(F)cc4)c3c2=O)CC1	-1%	-4.9%
51	COc1ccc(-n2c(C)c(C(C)=O)c3cc(OC(=O)COc4ccccc4)ccc32)cc1	-7%	-1.6%
52	CCn1cc(C(=O)N2CCN(c3ccccc3)CC2)c(=O)c2cc(S(=O)(=O)N3CCC(C)CC3)ccc21	3%	0.4%
53	Cc1ccc(-c2nc3ccc(Br)cn3c2Nc2ccc3c(c2)OCO3)o1	-5%	0.0%
54	COc1cccc(C2CC(=O)Nc3c2c(=O)[nH]c2nc4ccccc4n32)c1 (stereo not drawn)	0%	-3.3%
55	Cc1ccccc1C(=O)Nc1ccc2oc(-c3ccc(Cl)c(Cl)c3)nc2c1	1%	0.0%
56	CC(C)Oc1ccc(C(=O)N(Cc2ccc(N(C)C)cc2)C2CCS(=O)(=O)C2)cc1 (stereo not drawn)	-1%	-1.0%
57	COc1cccc(NS(=O)(=O)c2ccc3[nH]cc(C(=O)N4CCCCCC4)c(=O)c3c2)c1	-11%	4.8%
58	CCc1ccc(S(=O)(=O)N(C(=O)c2ccncc2)c2ccc3oc(C)c(C(=O)OC)c3c2)cc1	-34%[inhibitor]	1.8%
59	COc1ccc(CCNC(=O)c2cc3c(=O)n(C)c4ccccc4c3s2)cc1OC	-2%	?
60	COc1ccc(NC(=O)Cn2c(=O)n(Cc3ccc4c(c3)OCO4)c(=O)c3ccc(C(=O)NC4CCCCC4)cc32)cc1	10%	2.9%
61	CCOc1ccc(C(=O)Nc2ccc3nc4c(c(Nc5ccccc5OC)c3c2)CCCC4)cc1	-43%[inhibitor]	2.6%
62	CCCCn1cc(S(=O)(=O)c2ccc(OC)cc2)c(=O)c2cc(F)c(F)cc21	-2%	-2.3%
63	C=Cc1ccc(Cn2c(C(=O)OC)cc3sc(C)cc32)cc1	18%	0.0%
64	COc1ccc(S(=O)(=O)c2c(C(=O)c3ccc(C)c(C)c3)cnc3ccc(F)cc23)cc1	9%	0.0%
65	CCc1ccc(C2CC(=O)N(c3cccc(C(F)(F)F)c3)C3=C2C(=O)OC3)cc1 (stereo not drawn)	12%	-0.2%
66	COc1ccc(NC(=O)CCNS(=O)(=O)c2cccc3nsnc23)cc1Cl	4%	0.0%
67	Cc1c(S(=O)(=O)c2cccc(Cl)c2)nnn1-c1cccc(C(F)(F)F)c1	-11%	-0.3%
68	CCCN(C(=O)Cn1cc(S(=O)(=O)N2CCN(c3ccccc3F)CC2)c2ccccc2c1=O)c1cccc(C)c1	-8%	2.0%
69	Cc1ccc(CNC(=O)C2CCCN(c3nc4c(C)cc(C)cc4s3)C2)cc1 (stereo not drawn)	17%	0.8%
70	CCN(C(=O)c1cc2c(=O)oc3ccc(C)cc3c2s1)c1ccccc1F	9%	0.0%
71	CCOc1ccc(NC(=O)Cn2nc(Cc3ccncc3)c3ccccc3c2=O)cc1	-2%	-2.5%
72	CCOC(=O)c1ccc(NC(=O)CSc2nc(-c3cccs3)cc(C(F)(F)F)c2C#N)cc1	8%	10µM*

(continued)
cpd	Compound	SMN2 splice up	Epigenetic derep
73	CCc1ccc2nc(N3CCC(C(=O)NCCC(C)C)CC3)sc2c1	-7%	1.5%
74	CCOC(=O)c1ccc(NC2=CC(c3ccc(F)cc3)N(c3ccc(C(=O)OCC)cc3)C2=O)cc1 (stereo not drawn)	2%	9.4%
75	Cc1ccc(-c2nc(S(=O)(=O)c3ccccc3)c(SCC(=O)NC3CCCCC3)o2)cc1	6%	4.8%
76	Cc1ccc2nc(/C(C#N)=C/c3cccc(Br)c3)[nH]c2c1	-3%	?
77	Cc1ccc2oc(=O)c(S(=O)(=O)c3ccc(C(C)(C)C)cc3)cc2c1	-6%	-1.1%
78	COc1ccc(S(=O)(=O)N2CCC(C(=O)Nc3cc(C(F)(F)F)ccc3Cl)CC2)cc1	-27%	1.3%
79	COCCCn1c(=N)c(S(=O)(=O)c2ccccc2)cc2c(=O)n3cccc(C)c3nc21	23%	0.2%
80	O=C(Nc1noc2ccccc12)c1cccc(F)c1	?	-1.9%
81	CCNC(=O)Cn1nc(C)n2c(cc3c(OC)cccc32)c1=O	-3%	0.8%
82	O=C(Nc1cc(-c2nc3cc(Cl)ccc3o2)ccc1Cl)c1cccc2ccccc12	5%	?
83	CCOc1c(Cl)cc(CNc2ccc3[nH]c(=O)[nH]c3c2)cc1OC	-24%	14%
84	CCOC(=O)c1c(-c2ccc(C)cc2)csc1NC(=O)c1nc(SCC)ncc1Cl	4%	0.0%

Quoted from the listing.
Result for O=C(Nc1noc2ccccc12)c1cccc(F)c1 in Epigenetic derep: -1.9%
Result for Cc1ccc2oc(=O)c(S(=O)(=O)c3ccc(C(C)(C)C)cc3)cc2c1 in Epigenetic derep: -1.1%

Remaining list, next part
cpd	Compound	SMN2 splice up	Epigenetic derep
85	COc1ccc(-n2c(-c3ccc(C)cc3)cc3c2CC(C)(C)CC3=O)cc1Cl	-4%	-0.3%
86	CCOC(=O)c1ccc(NC(=O)CCc2nc3cccnc3n2Cc2cccs2)cc1	2%	8.5%
87	CCC(C(=O)N1CCN(c2ccccc2)CC1)n1nc(C)n2c(cc3sccc32)c1=O (stereo not drawn)	-34%[inhibitor]	1.1%
88	COCCNC(=O)c1ccc(CSc2nc3ccncc3n2Cc2ccccc2)cc1	-20%	-5.3%
89	Cc1ccc(S(=O)(=O)c2cnc(SCC(=O)Nc3ccccc3C(F)(F)F)[nH]c2=O)cc1C	-8%	12%
90	CC1CCC(NC(=O)C2(C)Cc3ccccc3C(=O)N2Cc2ccc(F)cc2)CC1 (stereo not drawn)	-7%	1.4%
91	COc1ccc(-c2nnc(Nc3ccc(OC)c(C(N)=O)c3)c3ccccc23)cc1	-6%	-0.8%
92	COc1ccc(-c2nc3cc(C(C)C)ccc3o2)cc1NC(=O)COc1ccc(C)cc1C	-3%	1.0%
93	COc1ccc(Cl)cc1NC(=O)Cn1c(=O)n2nc(-c3ccccc3)nc2c2ccccc21	-11%	2.5%

This is a subset. The share of hits here may be higher or lower than overall.
